# Mcl1 Bid PPI: Mcl-1/Bid binding inhibitors, primary screen, biochemical, TR-FRET, 1536-well; Induced myeloid leukemia cell differentiation protein Mcl-1 (Homo sapiens), Q07820; TR-FRET Mcl-1/Bid-Dy647 peptide binding; inhibition, % at 21.7 µM; 0.97% of 220,000 active;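 active = compounds that cut the binding signal by more than half at the single screening dose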;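 note: His-tagged Mcl-1 with europium anti-His antibody binding Bid BH3 peptide; 0% = Mcl-1 plus peptide wells and 100% = peptide-only wells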
# Target sequence (Q07820 whole entry, looked up): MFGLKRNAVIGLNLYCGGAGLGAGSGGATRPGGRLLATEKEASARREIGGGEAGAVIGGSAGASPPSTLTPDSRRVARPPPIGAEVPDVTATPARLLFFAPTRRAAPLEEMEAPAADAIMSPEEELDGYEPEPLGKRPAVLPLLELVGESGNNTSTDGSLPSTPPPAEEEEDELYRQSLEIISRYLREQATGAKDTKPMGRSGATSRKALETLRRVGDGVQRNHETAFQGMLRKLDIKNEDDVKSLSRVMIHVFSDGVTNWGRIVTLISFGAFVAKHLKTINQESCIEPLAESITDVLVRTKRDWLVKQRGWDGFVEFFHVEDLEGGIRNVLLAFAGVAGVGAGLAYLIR
# RGS7-Gao: RGS7-Galphao binding modulators, primary screen, biochemical, multiplexed bead flow cytometry | Guanine nucleotide-binding protein G(o) subunit alpha (Homo sapiens), P09471 | actives lie on both sides | binding response (% of control), % at 10 µM | 0.35% of 220,000 active | AID 1439, 2008; in the data active = binding response below about 49% or above about 150%; inconclusive = no clear call, values can overlap the other calls; inactive = in between;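 note: fluorescent Galphao held in activated GDP-AlF4 state binding bead-coupled RGS7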
# Bcl-B Bim block: inhibitors of Bim-Bcl-B binding, primary screen, biochemical, multiplexed, human Bcl-2 family; Bcl-2-like protein 10 (Homo sapiens), Q9HD36; bead-based flow cytometry, Bim peptide-Bcl-B binding; inhibition, % at 10 µM; 0.073% of 190,000 active; AID 951, 2007;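 note: 0% = tracer peptide without compound and 100% = reference inhibitor peptide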
# Target sequence (Q9HD36 whole entry, looked up): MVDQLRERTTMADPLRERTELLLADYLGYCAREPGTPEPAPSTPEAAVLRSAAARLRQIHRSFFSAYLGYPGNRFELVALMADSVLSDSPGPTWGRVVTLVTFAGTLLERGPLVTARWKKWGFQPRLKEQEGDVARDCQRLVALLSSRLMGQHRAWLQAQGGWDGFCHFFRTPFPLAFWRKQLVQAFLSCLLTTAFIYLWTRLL
# Bim-Bfl-1: inhibitors of Bim binding to Bfl-1, primary screen, biochemical, multiplexed, bead-based flow cytometry | Bcl-2-related protein A1 (Homo sapiens), Q16548 | Bim-Bfl-1 binding inhibition | inhibition, % at 10 µM | 0.12% of 190,000 active;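 note: 0% = wells without compound plus tracer and 100% = blocker peptide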
# Bim-Bcl-W: inhibitors of Bim binding to Bcl-W, primary screen, biochemical, multiplexed, bead-based flow cytometry | Bim peptide-Bcl-W binding | 0.02% of 190,000 active | inhibition, % at 10 µM | Bcl-2-like protein 2 (Homo sapiens), Q92843 | AID 952, 2007;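 note: 0% = bound tracer without compound and 100% = peptide blocker; higher means less fluorescent Bim peptide bound to Bcl-W beads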
# RGS8-Gao: RGS8-Galphao binding modulators, primary screen, biochemical, multiplexed bead flow cytometry | Guanine nucleotide-binding protein G(o) subunit alpha (Homo sapiens), P09471 | response (percent of control binding), % at 10 µM | actives lie on both sides | 0.34% of 220,000 active | AID 1423, 2008; in the data active = response below about 60% or above about 140%; inactive = in between;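 note: Galphao activated as the GDP aluminium fluoride complex binding bead-coupled RGS8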
# RGS4-Gao reg: modulators of RGS4 binding to Galphao, primary screen, biochemical, multiplexed bead flow cytometry; 0.33% of 220,000 active; actives lie on both sides; binding response (% of control), % at 10 µM; in the data active = binding response below about 49% or above about 150%; inactive = in between;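 note: fluorescent Galphao activated with aluminum fluoride binding bead-coupled RGS4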
# Mcl-1 Bim block: inhibitors of Bim peptide binding to Mcl-1, primary screen, biochemical, bead-based flow cytometry, multiplex. Induced myeloid leukemia cell differentiation protein Mcl-1 (Homo sapiens), Q07820. Bim peptide-Mcl-1 binding. inhibition, % at 10 µM. 0.1% of 190,000 active. AID 1009, 2008;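 note: 0% = no compound tracer wells and 100% = peptide blocker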
# GSH fluor: compound fluorescence on glutathione beads, profiling panel, artefact control, biophysical, 488/530 nm, flow cytometry; GSH beads flow cytometry, compound fluorescence 488/530 nm; active compounds read high; fluorescence (KMESF) at 10 µM; 0.25% of 190,000 active; in the data active = fluorescence above about 89;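 note: glutathione beads carrying GST-tagged Bcl family fusion proteins plus one bare bead set; values are compound well signal with DMSO vehicle wells as background; inactives centre near 16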
# Bcl-XL Bim block: inhibitors of Bim-Bcl-XL binding, primary screen, biochemical, multiplexed, bead flow cytometry, human Bcl-XL; 0.04% of 190,000 active; Bim peptide-Bcl-XL binding, fluorescence; inhibition, % at 10 µM; Bcl-2-like protein 1 (Homo sapiens), Q07817
# Target sequence (Q07817 whole entry, looked up): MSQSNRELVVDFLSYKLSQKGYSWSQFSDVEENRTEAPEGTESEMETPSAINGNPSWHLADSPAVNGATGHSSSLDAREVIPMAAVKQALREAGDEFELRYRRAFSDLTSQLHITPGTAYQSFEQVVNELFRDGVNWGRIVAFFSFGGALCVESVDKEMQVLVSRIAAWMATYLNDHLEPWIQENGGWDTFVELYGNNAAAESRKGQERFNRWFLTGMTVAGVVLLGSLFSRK
# Bim-Bcl-2: inhibitors of Bim-Bcl-2 binding, primary screen, biochemical, multiplexed, human Bcl-2 family | Apoptosis regulator Bcl-2 (Homo sapiens), P10415 | Bead-based flow cytometry, Bim peptide-Bcl-2 binding | inhibition, % at 10 µM | 0.06% of 190,000 active | AID 950, 2007; in the data active = inhibition above about 40%; inconclusive = no clear call, values can overlap the other calls;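 note: 0% = no compound wells with probe peptide and 100% = reference peptide inhibitor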
# Target sequence (P10415 whole entry, looked up): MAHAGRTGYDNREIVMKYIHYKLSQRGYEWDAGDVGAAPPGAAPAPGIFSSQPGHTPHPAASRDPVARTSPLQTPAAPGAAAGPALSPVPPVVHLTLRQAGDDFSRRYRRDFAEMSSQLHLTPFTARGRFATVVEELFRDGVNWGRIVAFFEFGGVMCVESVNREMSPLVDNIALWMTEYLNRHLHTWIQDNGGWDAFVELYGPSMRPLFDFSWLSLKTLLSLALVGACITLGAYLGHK
# The depositor's hits bear a star; ? = inconclusive; & = joins results of further samples. Cut-off read from the data, not from the text of the source, unless noted: active = inhibition above about 40%. An excerpt (hit frequency here may not be typical).
SMILES,Mcl1 Bid PPI,RGS7-Gao,Bcl-B Bim block,Bim-Bfl-1,Bim-Bcl-W,RGS8-Gao,RGS4-Gao reg,Mcl-1 Bim block,GSH fluor,Bcl-XL Bim block,Bim-Bcl-2
CCN1CCN(Cc2cc(C(C)(C)C)c(O)c(C(C)(C)C)c2)CC1,28,111,-3,-1,1,100,109,-2,14,-3,-3
Cn1c(O)c(C=NC2CCCCCC2)c(=O)[nH]c1=S,-23,89,-2,-6,-2,100,100,0,20,-3,-3
O=C(c1cc(-c2ccccc2)nc2ccccc12)N1CCC2(CC1)OCCO2,-18,101,1,0,0,96,97,1,11,2,0
Cc1cc(OCc2ccc([N+](=O)[O-])cc2)c2c3c(c(=O)oc2c1)CCCC3,-4,102,0,0,0,101,99,0,10,-3,0
COc1ccc(C(C)=O)cc1CC(C(=O)c1ccc(C)c(C)c1)N(C)C (stereo not given),-18,107,10,6,9,112,103,14,9,6,2
O=c1[nH]c(=O)n(-c2cccc3ccccc23)c(O)c1/C=N/N1CCCCC1c1cccnc1 (stereo not given),-8,104,-10,-4,-7,105,103,-9,20,-12,-5
Cc1cccc(C)c1OC(=O)Cc1ccccc1,5,104,0,-3,1,100,100,-2,12,1,-1
CCN(CC)P(=O)(Oc1cccc(C)c1)N(CC)CC,-22,91,-4,-5,0,94,89,1,6,-1,-3
c1ccc(CCN2CCC(N3CCN(c4ccccc4)CC3)CC2)cc1,-16,101,-4,2,-5,102,100,-2,33,-2,-1
COc1cc(/C=C/C(=O)c2c(O)n(CCc3ccccc3)c(=O)[nH]c2=O)ccc1O,-53,106,-6,-8,-3,103,101,-2,20,-8,-2
CCCC1C(C#N)=C(N)Oc2c1c(=O)oc1ccccc21 (stereo not given),-14,102,-4,5,-1,102,101,-1,17,-2,0
O=C(NC(Cc1cnc[nH]1)C(=O)O)c1ccccc1 (stereo not given),7,?,-2,-4,-4,101,101,-2,15,-2,-1
COc1cc(CC2(CCc3ccncc3)C(=O)N(C)C(=O)N(C)C2=O)cc(OC)c1OC,6,59,-1,-8,-2,58*,101,0,12,-4,-5
CCCNC(=O)N1CCC2(CC1)OCCO2,-18,98,-3,-7,-1,102,102,0,21,-2,-3
CCN(CC)c1ccc(N=Cc2c(O)n(Cc3ccccc3)c(=O)[nH]c2=O)cc1,-20&-5,98&92,-17&-6,-9&-2,2&-3,101&100,98&97,-3&-4,35&25,-5&-7,-5&-2
COc1ccccc1N1CCN(Cc2ccc(F)cc2)CC1,-11,105,-3,-2,-2,101,101,0,8,-3,0
CN1CCC(O)(c2ccccc2)C2CCCC21 (stereo not given),-7,99,-10,-14,1,100,100,0,34,-5,-3
Cc1cc(=O)n(-c2ccccc2)n1-c1ccccc1,8,90,-1,0,-3,76,91,-3,7,-5,1
N#Cc1ccc(N2CCNCC2)c(F)c1,-4,98,-7,-10,1,101,97,-1,46,-4,-6
N#Cc1c(/N=C/C2C(=O)NC(=S)NC2=O)sc2c1CCCC2,-32,103,-5,-4,-3,102,102,-3,10,-1,-1
Cc1ccc(N(C)C(=O)Oc2cccc3cccnc23)cc1,-5,100,-2,1,-2,100,100,-1,21,1,-3
CCOC(=O)CC(NC(=O)C(Cc1ccc(N(CCCl)CCCl)cc1)NC(C)=O)C(=O)OCC (stereo not given),-33,101,-1,-5,-1,101,102,-2,12,0,-4
CC1CCN(C(=O)C(C)Cl)CC1 (stereo not given),-26,95,-2,-5,-1,99,99,1,11,1,-2
Cn1c(=O)cc(OCC(=O)N2CCN(Cc3ccc4c(c3)OCO4)CC2)c2ccccc21,-5,96,0,0,0,97,99,0,16,-1,-2
CCCCn1c(NS(=O)(=O)c2ccc(C)cc2)c(C(=O)OCC)c2nc3ccccc3nc21,22,104,-8,0,0,104,104,-2,9,0,4

# (further entries)
SMILES,Mcl1 Bid PPI,RGS7-Gao,Bcl-B Bim block,Bim-Bfl-1,Bim-Bcl-W,RGS8-Gao,RGS4-Gao reg,Mcl-1 Bim block,GSH fluor,Bcl-XL Bim block,Bim-Bcl-2
CC(C)CN1CCN(Cc2c(F)cccc2Cl)CC1CCO (stereo not given),-30,101,-4,-9,-1,107,101,-2,18,-2,-7
COc1cccc(C2=NOC(C(=O)N3CCC4(CC3)OCCO4)C2)c1 (stereo not given),-20,95,-3,-7,-2,100,95,0,75,-1,-2
Cc1cc(NC(=O)COC(=O)c2c(C)nn(Cc3ccccc3)c2Cl)no1,-2,91,-5,-8,2,97,92,0,24,-4,-5
O=c1[nH]c(=S)n(-c2ccccc2F)c(O)c1C=Nc1ccc(N2CCOCC2)cc1,-28,114,-7,-4,-3,98,102,-5,9,-1,-4
C=CCn1c(O)c(C=NCCN2CCNCC2)c(=O)[nH]c1=O,-13,100,-1,-2,1,100,100,1,15,1,-2
CC1=C(C(=O)Nc2ccccc2)SCCO1,-59,101,-2,2,0,103,104,-1,26,0,3
CC(c1ccccc1)(c1ccccc1)c1ccncc1,-1,91,-5,-2,-3,97,90,0,15,-2,-2
O=C(c1cn(Cc2ccccc2)c2ccccc12)C1CC1,-13,108,-2,-5,0,101,103,-2,18,-2,-3
Fc1ccc(CNCCc2ccccc2F)cc1,-7,99,-12,0,-6,102,99,-6,14,-9,-16
CC12CCC3C(CC=C4CC5(CCC43C)OCCO5)C1CCC2=O (stereo not given),-11,103,-5,-7,0,102,100,0,17,0,2
Cc1ccc(OCCSC2=NN2c2cc(C)nc(N)n2)cc1,7,97,-1,2,-4,99,98,-3,24,0,-2
O=C(c1ccc(Cl)cc1)C1CCCN(Cc2ccc3ncccc3c2)C1 (stereo not given),-13,106,3,1,-1,102,104,0,21,1,0
COC(=O)CC1(CC(=O)OC)C(=O)NC(=O)NC1=O,-13,103,-2,-7,3,103,104,0,13,0,-7
CC(=O)Nc1ccc2c(c1)CC1(C(=O)N(C)C(=O)N(C)C1=O)C1CCCN21 (stereo not given),-107,98,10,2,3,98,105,3,12,2,1
Clc1ccc(C2NCCc3[nH]cnc32)cc1 (stereo not given),-14,102,0,3,0,104,105,-3,13,-2,0
C=CCn1c(=O)c(C=Nc2cccc([N+](=O)[O-])c2)c(O)n(CCCC)c1=O,-39,100,0,-1,-2,101,105,2,13,-3,-2
CCc1c(C)nc(N)nc1N1N=C1SC,-11,98,-3,-10,2,98,98,-1,43,-3,-5
C=CCN1CC[C@]23c4c5ccc(O)c4O[C@H]2C(=O)CC[C@@]3(O)[C@H]1C5,-13,34*,-5,-3,-1,57*,48*,0,14,-2,-2
CCOP(=O)(OCC)C(NC(=O)CN1C(=O)c2ccccc2S1(=O)=O)C(Cl)(Cl)Cl (stereo not given),-19,105,-3,0,-1,102,104,-3,9,-4,-3
Cc1cnn(C2CCN(C)CC2)c1N,-48,94,0,-1,-3,94,93,-2,17,1,-1
COC(=O)[C@]1(C)C[C@H]1[C@H](NP(=O)(c1ccccc1)c1ccccc1)c1ccccc1,9,97,-4,0,0,90,88,-1,18,-3,-1
CCN(CC)c1ccc(/C=C/[N+](=O)[O-])cc1,-14,104,-27,1,-5,102,103,-2,31,0,0
Cc1ccc(CN2CCN(Cc3ccccc3)CC2)cc1,-22,95,-5,-6,0,102,98,-1,12,0,-1
Cc1nc2ccccc2c(=O)n1-c1cccc(O)c1,-7,98,0,0,0,101,101,-1,13,0,1
CCOc1ccc(CC2(CCc3ccncc3)C(=O)NC(=O)NC2=O)cc1,-27,98,-7,-7,-1,104,102,-2,14,-6,-5

# More results follow.
SMILES,Mcl1 Bid PPI,RGS7-Gao,Bcl-B Bim block,Bim-Bfl-1,Bim-Bcl-W,RGS8-Gao,RGS4-Gao reg,Mcl-1 Bim block,GSH fluor,Bcl-XL Bim block,Bim-Bcl-2
Cn1c(O)c(C=Nc2ccccc2Sc2ccccc2)c(=O)n(C)c1=O,-13,102,-6,0,-2,90,80,-5,4,-12,-2
O=C1NC(=O)[C@]2(Cc3ccccc3N3CCN(c4ccccc4)CC32)C(=O)N1Cc1ccccc1 (stereo not given in full),-23,100,-2,0,-1,99,99,-1,21,-2,0
O=C(c1cc(-c2ccncc2)nc2ccccc12)N1CCC2(CC1)OCCO2,-4,97,-5,-5,2,95,87,0,15,-3,-2
CC(=O)N1CN2CN(C(C)=O)CC(C(=O)c3ccc([N+](=O)[O-])cc3)(C2)C1,-26,99,-2,-4,0,103,100,0,11,0,-4
N#Cc1ccc(OCC(=O)N2CCN(Cc3ccc4c(c3)OCO4)CC2)cc1,-13,97,-3,-6,-5,101,98,0,22,-5,-1
COc1cc2[nH]c(=O)n(-c3cccc(Cl)c3)c(=O)c2cc1OC,13,97,0,-7,0,100,94,-2,51,-2,-1
CCCC1(CCC)C(=O)NC(=Nc2ccccc2)NC1=O,4,100,-4,-9,5,101,102,0,14,0,0

# 2 of the compounds above, with values under each structure.
# Each structure is followed by: Mcl1 Bid PPI, RGS7-Gao, Bcl-B Bim block, Bim-Bfl-1, Bim-Bcl-W, RGS8-Gao, RGS4-Gao reg, Mcl-1 Bim block, GSH fluor, Bcl-XL Bim block, Bim-Bcl-2
> COc1cc2[nH]c(=O)n(-c3cccc(Cl)c3)c(=O)c2cc1OC
  13, 97, 0, -7, 0, 100, 94, -2, 51, -2, -1
> Cn1c(O)c(C=Nc2ccccc2Sc2ccccc2)c(=O)n(C)c1=O
  -13, 102, -6, 0, -2, 90, 80, -5, 4, -12, -2

# Seven records drawn at random from those above, as already listed:
SMILES,Mcl1 Bid PPI,RGS7-Gao,Bcl-B Bim block,Bim-Bfl-1,Bim-Bcl-W,RGS8-Gao,RGS4-Gao reg,Mcl-1 Bim block,GSH fluor,Bcl-XL Bim block,Bim-Bcl-2
Cn1c(O)c(C=Nc2ccccc2Sc2ccccc2)c(=O)n(C)c1=O,-13,102,-6,0,-2,90,80,-5,4,-12,-2
CC(=O)N1CN2CN(C(C)=O)CC(C(=O)c3ccc([N+](=O)[O-])cc3)(C2)C1,-26,99,-2,-4,0,103,100,0,11,0,-4
N#Cc1ccc(OCC(=O)N2CCN(Cc3ccc4c(c3)OCO4)CC2)cc1,-13,97,-3,-6,-5,101,98,0,22,-5,-1
O=C(c1cc(-c2ccncc2)nc2ccccc12)N1CCC2(CC1)OCCO2,-4,97,-5,-5,2,95,87,0,15,-3,-2
O=C1NC(=O)[C@]2(Cc3ccccc3N3CCN(c4ccccc4)CC32)C(=O)N1Cc1ccccc1 (stereo not given in full),-23,100,-2,0,-1,99,99,-1,21,-2,0
COc1cc2[nH]c(=O)n(-c3cccc(Cl)c3)c(=O)c2cc1OC,13,97,0,-7,0,100,94,-2,51,-2,-1
CCCC1(CCC)C(=O)NC(=Nc2ccccc2)NC1=O,4,100,-4,-9,5,101,102,0,14,0,0

# Screens as filed in PubChem BioAssay.
